# Assay outcomes from PubChem BioAssay.
# PRC2 inh: EZH2/PRC2 methyltransferase inhibitors, primary screen, biochemical, DELFIA time-resolved fluorescence, single point | Histone-lysine N-methyltransferase EZH2 (Homo sapiens), Q15910 | PRC2 H3K27 methylation, DELFIA TRF, 1 h | inhibition, % at 12.5 µM | actives 0.35% (n = 57,000);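 active = mean inhibition of replicates at least 50% and every single replicate also reaching 50%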;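 note: dimethyl H3K27 on biotinylated H3 21-44 peptide detected by antibody; plate controls were median neutral control wells for no effect and median positive control wells for full effect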
# IDH1 R132H inh: inhibitors of IDH1 R132H reductase, primary screen, biochemical, plate reader, single point. Isocitrate dehydrogenase [NADP] cytoplasmic (Homo sapiens), O75874. diaphorase/resazurin fluorescence, 60 min. inhibition, % at 10 µM. actives 0.18% (n = 70,000). AID 624101, 2012; in the data active = inhibition above about 34%;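 note: 0% = DMSO and 100% = no enzyme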
# Target sequence (O75874 whole entry R132H): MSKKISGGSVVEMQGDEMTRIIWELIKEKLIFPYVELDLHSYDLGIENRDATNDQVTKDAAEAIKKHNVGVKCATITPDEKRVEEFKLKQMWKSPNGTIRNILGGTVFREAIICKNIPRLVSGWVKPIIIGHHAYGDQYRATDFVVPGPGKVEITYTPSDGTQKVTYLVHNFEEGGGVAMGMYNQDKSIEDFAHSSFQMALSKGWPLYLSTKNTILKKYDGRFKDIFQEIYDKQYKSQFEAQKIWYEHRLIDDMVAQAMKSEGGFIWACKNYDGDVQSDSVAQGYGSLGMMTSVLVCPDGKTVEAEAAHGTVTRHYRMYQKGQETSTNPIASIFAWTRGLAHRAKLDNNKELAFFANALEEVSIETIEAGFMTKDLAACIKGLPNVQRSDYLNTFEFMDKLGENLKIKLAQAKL
# Starred values were filed as active, the others as inactive; nt = not tested or not shown.
SMILES,PRC2 inh,IDH1 R132H inh
Cc1ccc(S(=O)(=O)Nc2ccc3c(c2)C(=O)N([C@@H](C)CO)C[C@H](C)[C@H](CN(C)C(=O)CCCN(C)C)OCCCC[C@H](C)O3)cc1,nt,0.9
O=C(NC1CCCCC1)N[C@@H]1CC[C@H](CCNS(=O)(=O)c2ccccc2)O[C@@H]1CO,4,0.1
O=C(C[C@@H]1CC[C@@H](NC(=O)Nc2cc(F)ccc2F)[C@@H](CO)O1)NCc1ccc2c(c1)OCO2,16,-0.1
O=C(C[C@@H]1C=C[C@@H](NC(=O)Cc2ccccn2)[C@H](CO)O1)NCCCN1CCOCC1,-5,0.1
C[C@H]1CN([C@@H](C)CO)S(=O)(=O)c2ccc(-c3cccnc3)cc2O[C@H]1CN(C)C(=O)NC1CCCCC1,3,2.2
c1coc(CNc2nc3ccccc3n2CCN2CCCCC2)c1,3,-0.2
CO[C@@H](CN(C)S(=O)(=O)c1ccc(C)cc1)[C@H](C)CN(C(=O)Nc1ccccc1F)[C@@H](C)CO,3,-0.4
Cc1cccc(NC(=O)C(Cc2ccc([N+](=O)[O-])cc2)N2C(=O)c3ccccc3C2=O)c1 (stereo not drawn),-2,0.4
Cc1sc2ncnc(Nc3cccc(C(=O)O)c3)c2c1C,4,0.2
C[C@@H]1CN([C@H](C)CO)C(=O)CCCn2nncc2CO[C@H]1CN(C)S(=O)(=O)c1ccc(F)cc1,nt,3.0
C=C(CC[C@@H](C)[C@H]1CCC2(C)C3=C(C[C@H](O)[C@]12C)[C@@]1(C)CC[C@@H](OC(=O)CC(=O)O)C(C)(C)C1CC3)[C@@H](C)C(=O)O (stereo partly drawn),nt,1.3
Cc1ccc(S(=O)(=O)Nc2ccc3c(c2)C(=O)N([C@H](C)CO)C[C@H](C)[C@H](CN(C)Cc2ccccc2)O3)cc1,0,-0.6
O=C(NCC[C@@H]1CC[C@H](NC(=O)C2CC2)[C@@H](CO)O1)c1ccc(F)cc1,1,-0.1
C[C@@H]1CN([C@@H](C)CO)C(=O)c2cc(C#Cc3ccccc3F)cnc2O[C@H]1CN(C)C(=O)c1ccc2c(c1)OCO2,4,nt
Cc1noc(C)c1NC(=O)N(C)C[C@@H]1Oc2ccc(NC(=O)Cc3cn(C)c4ccccc34)cc2CC(=O)N([C@@H](C)CO)C[C@@H]1C,nt,-21

# Rewritten with tabs: 7 of the compounds above.
SMILES	PRC2 inh	IDH1 R132H inh
Cc1sc2ncnc(Nc3cccc(C(=O)O)c3)c2c1C	4	0.2
Cc1noc(C)c1NC(=O)N(C)C[C@@H]1Oc2ccc(NC(=O)Cc3cn(C)c4ccccc34)cc2CC(=O)N([C@@H](C)CO)C[C@@H]1C	nt	-21
Cc1ccc(S(=O)(=O)Nc2ccc3c(c2)C(=O)N([C@H](C)CO)C[C@H](C)[C@H](CN(C)Cc2ccccc2)O3)cc1	0	-0.6
O=C(NCC[C@@H]1CC[C@H](NC(=O)C2CC2)[C@@H](CO)O1)c1ccc(F)cc1	1	-0.1
C[C@@H]1CN([C@@H](C)CO)C(=O)c2cc(C#Cc3ccccc3F)cnc2O[C@H]1CN(C)C(=O)c1ccc2c(c1)OCO2	4	nt
O=C(C[C@@H]1C=C[C@@H](NC(=O)Cc2ccccn2)[C@H](CO)O1)NCCCN1CCOCC1	-5	0.1
C[C@H]1CN([C@@H](C)CO)S(=O)(=O)c2ccc(-c3cccnc3)cc2O[C@H]1CN(C)C(=O)NC1CCCCC1	3	2.2

# Next part:
SMILES,PRC2 inh,IDH1 R132H inh
C[C@H](CO)N1C[C@H](C)[C@@H](CN(C)C(=O)Nc2ccc(F)cc2)Oc2ccc(NC(=O)CCN3CCOCC3)cc2C1=O,4,2.8
C[C@H]1CN([C@@H](C)CO)C(=O)c2cccc(NC(=O)Nc3ccc(C(F)(F)F)cc3)c2O[C@@H]1CN(C)Cc1ccc(-c2ccccc2)cc1,nt,3.0
O=C(C[C@H]1C=C[C@@H](NC(=O)c2ccccc2)[C@@H](CO)O1)Nc1ccc(-c2ccccc2)cc1,32,-0.1
Cc1noc(C)c1NC(=O)N(C)C[C@H]1Oc2ccc(NC(=O)Nc3cccc4ccccc34)cc2C(=O)N([C@@H](C)CO)C[C@H]1C,nt,-11
Cn1ncc2c(NN3C(=O)CCC3=O)ncnc21,8,-0.3
COc1cccc(S(=O)(=O)Nc2ccc3c(c2)[C@@H]2C[C@@H](CC(=O)NC4CCCCC4)O[C@@H](CO)[C@@H]2O3)c1,6,-3.2
CNC[C@H]1Oc2ccc(NC(=O)C3CC3)cc2C(=O)N([C@@H](C)CO)C[C@H]1C,7,2.9
Cc1ccc(-c2ccc3c(c2)O[C@@H](CN(C)C(=O)Nc2ccccc2)[C@H](C)CN([C@H](C)CO)S3(=O)=O)cc1,-9,-0.1
CN(C)C(=O)C[C@@H]1CC[C@@H](NC(=O)c2ccc(F)cc2)[C@@H](CO)O1,7,-0.2
CC(C)NC(=O)Nc1ccc2c(c1)C(=O)N([C@@H](C)CO)C[C@@H](C)[C@@H](CN(C)C(=O)c1ccccc1)OCCCC[C@@H](C)O2,3,nt
COC(=O)CCCCCCC(=O)N/N=C/c1sccc1C,12,nt
O=C(Cc1ccncc1)Nc1ccc2c(c1)[C@@H]1C[C@@H](CC(=O)N3CCc4ccccc4C3)O[C@@H](CO)[C@@H]1O2,-14,0.4
C[C@H]1CN([C@@H](C)CO)C(=O)c2cc(NS(C)(=O)=O)ccc2O[C@H]1CN(C)Cc1ccc2c(c1)OCO2,0,0.1
COc1cccc(CNC(=O)C[C@@H]2CC[C@@H](NC(C)=O)[C@@H](CO)O2)c1,5,0.3
C[C@@H]1CN([C@H](C)CO)C(=O)c2cc(NC(=O)C3CCCCC3)ccc2O[C@@H](C)CCCCO[C@H]1CN(C)C(=O)Cc1ccccc1,nt,1.8
S=C(NCc1ccco1)N1CCN(c2ncccn2)CC1,8,0.3
C[C@H](CO)N1C[C@H](C)[C@H](CN(C)S(=O)(=O)c2ccc(F)cc2)OCc2cnnn2CCCC1=O,4,nt
C[C@@H]1CN([C@H](C)CO)C(=O)Cc2cc(N(C)C)ccc2O[C@H]1CN(C)S(=O)(=O)c1ccc(F)cc1,nt,0.4
C[C@@H]1CN([C@@H](C)CO)S(=O)(=O)c2ccc(C3=CCCCC3)cc2O[C@@H]1CN(C)C(=O)c1ccncc1,-7,nt
O=C(CCn1cnc2ccccc2c1=O)Nc1ccc(S(=O)(=O)N2CCCCC2)cc1,-6,-0.4
C[C@@H]1CN([C@H](C)CO)C(=O)c2c(c3ccccc3n2C)-c2ccccc2CO[C@@H]1CN(C)C(=O)N[C@H](C)c1ccccc1,-10,-5.0
C[C@H]1CN([C@@H](C)CO)C(=O)c2cc(-c3ccccc3)cnc2O[C@@H]1CN(C)C,9,-1.6
COc1ccc(OC)c(S(=O)(=O)N(C)CC(=O)Nc2cccc(Cl)c2C)c1,-8,0.1
Nc1nc(COc2cccc3cccnc23)nc(Nc2ccccc2)n1,-7,1.1
Cc1ccc(-c2nc3ccccc3s2)cc1NC(=O)COc1ccccc1Cl,-9,-0.1
COc1ccc(CN(C)C[C@@H]2Oc3ccc(NC(=O)Nc4ccccc4)cc3CC(=O)N([C@@H](C)CO)C[C@H]2C)cc1,nt,-0.1
COc1ccc(S(=O)(=O)N(C)C[C@H]2OCCCC[C@@H](C)Oc3ccc(NS(C)(=O)=O)cc3C(=O)N([C@H](C)CO)C[C@@H]2C)cc1,nt,-2.3
O=C(C[C@H]1C[C@H]2c3cc(NC(=O)c4cccnc4)ccc3O[C@H]2[C@@H](CO)O1)NCCN1CCCCC1,-4,-0.1
O=C(C[C@H]1C[C@@H]2c3cc(NC(=O)Nc4ccccc4)ccc3O[C@@H]2[C@@H](CO)O1)NCc1cccnc1,-18,-0.1
C[C@H](CO)N1C[C@H](C)[C@@H](CN(C)S(=O)(=O)c2cccs2)Oc2c(NC(=O)Nc3ccc(F)cc3)cccc2C1=O,nt,0.6

# Taken from above:
# Under IDH1 R132H inh, Cc1ccc(S(=O)(=O)Nc2ccc3c(c2)C(=O)N([C@@H](C)CO)C[C@H](C)[C@H](CN(C)C(=O)CCCN(C)C)OCCCC[C@H](C)O3)cc1 has 0.9
# Under IDH1 R132H inh, Cc1noc(C)c1NC(=O)N(C)C[C@@H]1Oc2ccc(NC(=O)Cc3cn(C)c4ccccc34)cc2CC(=O)N([C@@H](C)CO)C[C@@H]1C has -21

# The results go on.
SMILES,PRC2 inh,IDH1 R132H inh
C[C@H]1CCCCO[C@@H](CN(C)C(=O)Nc2ccc(C(F)(F)F)cc2)[C@@H](C)CN([C@@H](C)CO)C(=O)c2cc(NS(C)(=O)=O)ccc2O1,nt,-0.3
CNC[C@@H]1OCCCC[C@@H](C)Oc2ccc(NS(=O)(=O)c3ccc(C)cc3)cc2C(=O)N([C@H](C)CO)C[C@@H]1C,4,0.4
C[C@H](CO)N1C[C@H](C)[C@@H](CN(C)Cc2ccc(-c3ccccc3)cc2)Oc2c(NS(C)(=O)=O)cccc2C1=O,13,nt
CC(C)NC(=O)N(C)C[C@@H]1Oc2c(NC(=O)C3CCCCC3)cccc2C(=O)N([C@@H](C)CO)C[C@H]1C,4,nt
C[C@@H]1CCCCO[C@H](CN(C)C(=O)c2ccccc2)[C@@H](C)CN([C@@H](C)CO)C(=O)c2cc(NS(=O)(=O)c3ccccc3)ccc2O1,nt,2.0
CCC(=O)Nc1ccc2c(c1)C(=O)N(C)C[C@@H](OC)[C@H](C)CN(C(=O)c1ccccn1)[C@H](C)CO2,4,0.2
C[C@H]1CN([C@@H](C)CO)S(=O)(=O)c2ccc(C#CCC3CCCC3)cc2O[C@H]1CN(C)C(=O)c1ccccn1,7,1.5
COc1ccc(NC(=O)N(C)C[C@@H]2Oc3ccc(NC(=O)C4CC4)cc3CC(=O)N([C@@H](C)CO)C[C@H]2C)cc1,-4,2.8
Cc1ccc(S(=O)(=O)N(C)C[C@H]2Oc3ccc(NC(=O)Nc4ccc(F)cc4)cc3CC(=O)N([C@H](C)CO)C[C@@H]2C)cc1,-13,-0.4
NC(N)=NS(=O)(=O)c1ccc(NC(=O)OC2CCCC2)cc1,0,-0.6
O=C(NCC[C@@H]1CC[C@H](NC(=O)C2CCC2)[C@H](CO)O1)c1cnccn1,10,0.2
C[C@@H]1CCCCO[C@H](CN(C)S(C)(=O)=O)[C@@H](C)CN([C@H](C)CO)C(=O)c2cc(NC(=O)CCCN(C)C)ccc2O1,-3,2.1
C[C@@H]1CN([C@@H](C)CO)C(=O)Cc2cc(NS(=O)(=O)c3ccccc3)ccc2O[C@H]1CN(C)S(=O)(=O)c1cn(C)cn1,nt,-1.8
C[C@@H]1CN([C@H](C)CO)C(=O)c2cc(NS(=O)(=O)c3ccc(Cl)cc3)ccc2O[C@H]1CN(C)C(=O)Nc1cccc2ccccc12,nt,3.1
Cc1cc(C)c2c(=O)[nH]c(SCC(=O)c3ccccc3)nc2n1,3,2.5
COc1cccc(-c2ccc3c(c2)O[C@@H](CN(C)C(=O)C2CCC2)[C@H](C)CN([C@H](C)CO)S3(=O)=O)c1,-4,-2.7
CCS(=O)(=O)Nc1ccc2c(c1)C(=O)N(C)C[C@@H](OC)[C@@H](C)CN(Cc1ccccn1)[C@H](C)CO2,4,-0.3
C[C@@H]1CCCCO[C@@H](CN(C)S(=O)(=O)c2cccs2)[C@@H](C)CN([C@@H](C)CO)C(=O)c2cc(NC(=O)Nc3cccc4ccccc34)ccc2O1,nt,-2.4
Cc1noc(C)c1NC(=O)Nc1cccc2c1O[C@H](CN(C)C(=O)Nc1ccccc1)[C@H](C)CN([C@@H](C)CO)C2=O,nt,1.6
Cc1noc(C)c1NC(=O)Nc1ccc2c(c1)C(=O)N([C@@H](C)CO)C[C@H](C)[C@H](CN(C)Cc1ccccc1)OCCCC[C@@H](C)O2,nt,2.0
C/C=C/c1ccc2c(c1)O[C@H](CN(C)C(=O)c1ccncc1)[C@H](C)CN([C@@H](C)CO)S2(=O)=O,nt,-0.1
C[C@H](CO)N1C[C@H](C)[C@@H](CN(C)Cc2ccc3c(c2)OCO3)OCCCC[C@H](C)Oc2ccc(NC(=O)Nc3ccccc3)cc2C1=O,nt,2.4
CC(NS(=O)(=O)c1ccc(Br)cc1)C(=O)Nc1ccc(Cl)cc1Cl (stereo not drawn),20,-0.2
C[C@@H]1CN([C@@H](C)CO)C(=O)c2cc(C#CCN(C)C)cnc2O[C@H]1CN(C)Cc1ccccn1,-4,0.1
COc1ccc(S(=O)(=O)N(C)C[C@@H]2Oc3ncc(C#CC4(O)CCCC4)cc3C(=O)N([C@@H](C)CO)C[C@@H]2C)cc1,-9,nt
C[C@@H]1CN([C@@H](C)CO)C(=O)c2cc(NS(=O)(=O)c3cccs3)ccc2O[C@@H](C)CCCCO[C@@H]1CN(C)S(=O)(=O)c1ccccc1,nt,0.5
C[C@H]1CN([C@@H](C)CO)C(=O)c2cccc(NC(=O)NC3CCCCC3)c2O[C@H]1CN(C)Cc1ccncc1,-7,3.4
Cc1noc(C)c1NC(=O)N(C)C[C@H]1Oc2ccc(NS(=O)(=O)c3ccc(F)cc3)cc2CC(=O)N([C@@H](C)CO)C[C@@H]1C,nt,0.0
COc1cccc(-c2cc(NCc3ccc4c(c3)OCO4)nc(N)n2)c1,nt,2.0
O=C(C[C@@H]1C=C[C@H](NC(=O)c2ccncc2)[C@@H](CO)O1)NCC1CC1,6,0.2
C[C@@H]1CN([C@H](C)CO)S(=O)(=O)c2ccc(Br)cc2O[C@@H]1CN(C)S(=O)(=O)c1ccccc1,-1,-4.6
C[C@H](CO)N1C[C@H](C)[C@@H](CN(C)C(=O)Nc2cccc3ccccc23)Oc2c(NC(=O)Nc3cccc4ccccc34)cccc2C1=O,nt,0.5

# Only part of the results is shown. The share of hits here may be higher or lower than overall.
